Source: PubChem
SRC2 inh – human SRC2 (NCOA2) inhibition. inhibition, % at 9 µM. Q15596. actives 0.17% (n = 370,000). HEK293 GAL4-SRC2 luciferase reporter, luminescence;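 active means inhibition above the mean inhibition of all tested compounds plus 3 SD, set per campaign, cut at about 52% in these data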;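 further: 0% = DMSO treated cells and 100% = cells given Gossypol at 36 µM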
NOD2 RIPK2 PPI – blocks binding of human NOD2 to RIPK2 | O43353 | CHO BLA complementation NOD2-RIPK2, CCF4 ratio | inhibition, % at 4.98 µM | actives 0.38% (n = 360,000) | AID 624267; in the data active means inhibition above about 21%;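 further: 0% = vehicle only and 100% = reference blocker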
TLR9-MyD88 block – blocks human TLR9 binding to MyD88; Q9NR96+Q99836; CHO BLA complementation TLR9-MyD88, CCF4 FRET ratio; inhibition, % at 4.98 µM; actives 0.21% (n = 340,000); AID 504734;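 active means inhibition above the mean over all tested compounds plus 3 SD, cut at about 21% in these data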;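 further: 0% = DMSO only wells and 100% = clavulanate BLA inhibitor control wells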
LMP1 NFkB inh – reduces LMP1-driven NF-kappaB luciferase signal | LMP1-induced NF-kappaB luciferase reporter cells, luminescence | inhibition, % at 12.5 µM | actives 0.69% (n = 350,000); in the data active means inhibition above about 41%;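 further: 0% = neutral control wells and 100% = reference inhibitor control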
SRC1 inh – inhibits human SRC1 coactivator | Q15788 | HEK293 GAL4-SRC1 luciferase reporter, luminescence | inhibition, % at 3.6 µM | actives 0.12% (n = 360,000);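 active means inhibition above the campaign mean plus 3 SD, with each screening campaign given its own cutoff, cut at about 60% in these data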;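 further: 0% = DMSO treated cells and 100% = gossypol at 36 µM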
NR2F2 inh – NR2F2 (human) inhibition, primary screen; inhibition, % at 8.6 µM; AID 686940; HEK293T NGFI-A luciferase reporter, luminescence; P24468; actives 0.7% (n = 370,000);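 active means inhibition above a per-plate cutoff, mean inhibition of test wells between control levels plus 3 SD, cut at about 38% in these data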;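 further: cells cotransfected with COUP-TFII expression vector driving the NGFI-A reporter; 0% = median of COUP-TF2 test wells and 100% = reporter-only cells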
NR5A2 inv ag – suppresses constitutive activity of human LRH-1. HEK293T StAR-luciferase reporter, LRH-1 transfected, 24 h. inhibition, % at 3.6 µM. actives 0.13% (n = 360,000);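 active means inhibition above the mean inhibition of all tested compounds plus 3 SD, cut at about 73% in these data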;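 further: 0% = DMSO wells and 100% = reporter-only cells lacking LRH-1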
Target sequence (O00482 whole entry, looked up): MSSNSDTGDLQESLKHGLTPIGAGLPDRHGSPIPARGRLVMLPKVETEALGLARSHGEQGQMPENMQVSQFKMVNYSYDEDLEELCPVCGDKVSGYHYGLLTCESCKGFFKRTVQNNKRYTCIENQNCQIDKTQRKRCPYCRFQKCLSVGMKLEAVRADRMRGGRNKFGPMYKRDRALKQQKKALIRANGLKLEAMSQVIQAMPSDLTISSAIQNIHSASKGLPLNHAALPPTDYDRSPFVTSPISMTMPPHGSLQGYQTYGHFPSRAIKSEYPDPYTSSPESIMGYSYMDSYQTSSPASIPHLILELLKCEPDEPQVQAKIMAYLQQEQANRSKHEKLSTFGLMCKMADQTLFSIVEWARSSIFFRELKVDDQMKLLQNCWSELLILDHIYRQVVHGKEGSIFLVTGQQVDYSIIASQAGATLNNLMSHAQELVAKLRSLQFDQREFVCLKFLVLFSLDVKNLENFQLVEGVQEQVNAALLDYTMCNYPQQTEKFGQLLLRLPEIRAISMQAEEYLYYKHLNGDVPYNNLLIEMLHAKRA
SRC3 inh – human NCOA3 inhibition | inhibition, % at 3.6 µM | AID 588352 | HEK293 GAL4-SRC3 luciferase reporter, luminescence | actives 0.17% (n = 360,000) | Q9Y6Q9;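 active means inhibition above a per-campaign cutoff, the mean of all compounds plus 3 SD, cut at about 60% in these data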;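 further: 0% = DMSO-treated cells and 100% = gossypol-treated cells at 36 µM; higher means less SRC3-driven luciferase light from the GAL4 reporter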
ABHD5 PLIN5 PPI – inhibitors of human ABHD5-perilipin-5 interaction; actives 0.78% (n = 360,000); Q00G26+Q8WTS1; Split G. princeps luciferase complementation, luminescence, 4 h; AID 602281; inhibition, % at 4 µM;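 active means inhibition above the mean inhibition across every tested compound plus 3 SD, cut at about 22% in these data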;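 further: 0% = DMSO only wells and the 100% control is not disclosed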
MC4R barr agon – agonists of human melanocortin 4 receptor (MC4R) beta-arrestin; activation, % at 8.9 µM; P32245; AID 540308; actives 0.98% (n = 360,000); U2OS MC4R beta-arrestin complementation, luminescence; percent of melanotan II response, DMSO zero;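 active means activation above a per-plate cutoff, the mean activation of sample wells on that plate plus 3 SD, cut at about 8% in these data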
Target sequence (P32245 whole entry, looked up): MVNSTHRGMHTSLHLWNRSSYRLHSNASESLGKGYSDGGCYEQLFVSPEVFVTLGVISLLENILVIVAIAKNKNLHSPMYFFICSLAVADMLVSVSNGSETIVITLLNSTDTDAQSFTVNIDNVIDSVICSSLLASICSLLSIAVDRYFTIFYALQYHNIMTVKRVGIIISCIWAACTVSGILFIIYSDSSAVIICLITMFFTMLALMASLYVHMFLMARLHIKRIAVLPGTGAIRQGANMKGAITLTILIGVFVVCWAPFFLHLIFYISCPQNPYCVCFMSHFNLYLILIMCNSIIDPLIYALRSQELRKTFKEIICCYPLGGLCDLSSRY
MC4R antag cAMP – blocks human MC4R cAMP signaling; P32245; MC4R-expressing cells, MTII-stimulated cAMP, LANCE TR-FRET; inhibition, % at 6.5 µM; actives 0.48% (n = 360,000);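 active means inhibition above its plate's cutoff, the mean of tested wells on that plate plus 3 SD, cut at about 29% in these data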;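 further: 0% = Melanotan II alone and 100% = Melanotan II plus saturating MCL0020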
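Test system: U2OS cells stably expressing human melanocortin 4 receptor (MC4R); also added: Melanotan II challenge; compound: 6.5 µM single dose; timing: 30-min compound preincubation, 1-h Melanotan II challenge, 1-h detection, room temperature; signal: Eu-cAMP/anti-cAMP TR-FRET, emission 671 nm; repeats: one well per compound, no replicates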
* hit, by the source's call; / = not tested or not shown. These rows are one share of the data, so the mix of outcomes need not match the whole.

SMILES	SRC2 inh	NOD2 RIPK2 PPI	TLR9-MyD88 block	LMP1 NFkB inh	SRC1 inh	NR2F2 inh	NR5A2 inv ag	SRC3 inh	ABHD5 PLIN5 PPI	MC4R barr agon	MC4R antag cAMP
Cc1cc(C)c(NC(=O)CNC(=O)Cc2ccc(S(=O)(=O)N3CCOCC3)s2)c(C)c1	-1.2	-10.5	-2.3	-2.7	4.5	-1.5	-12.5	-5.8	2.1	0.1	7.8
COc1cccc(-n2nnc3c(=O)n(CC(=O)N4CCCCC4)cnc32)c1	0.1	-1.8	-2.4	2.7	-20.3	-13.9	0.6	6.9	-1.6	0.4	3.7
CC(C)C(=O)Nc1ccc(-c2nc3ccccc3c(=O)o2)cc1	-1.3	-5.7	1.0	14.3	-1.7	13.9	-23.8	-8.0	2.5	-1.6	5.8
Cc1ccc(Cl)cc1NC(=O)C1CCN(S(C)(=O)=O)CC1	-23.9	-2.9	/	4.1	-22.8	-23.1	-3.4	13.9	-0.1	-1.7	-3.9
CC(C)N1CCN(Cc2cn[nH]c2C2CCCCC2)CC1CCO (stereo not given)	-8.7	7.7	1.6	-4.9	-4.4	8.8	11.9	12.2	-4.5	-1.0	-7.1
Cc1ccc(S(=O)(=O)NCc2ccccn2)c(C)c1C	6.2	-5.7	7.8	-0.7	-4.5	-4.4	10.7	8.2	-2.1	0.6	8.5
COc1ccc2c(c1)C(=O)N(c1ccc(C)cc1C)C(=O)C2(C)C	-12.8	-14.3	0.0	3.5	8.7	-18.0	-1.8	12.6	1.5	-0.2	4.7
COCCNc1ccc([N+](=O)[O-])cc1C(=O)NC1CCCc2ccccc21 (stereo not given)	-13.4	-2.2	4.0	-5.0	-2.0	10.4	41.5	-16.9	-7.1	-1.6	2.6
C/C(=N\Nc1ccc(C(=O)O)cc1)c1ccc2c(c1)Nc1ccccc1S2	-2.8	-7.2	8.2	-31.8	-63.8	-19.4	-61.7	-39.8	-4.1	0.7	-9.0
CC(NC(=O)c1ccccc1)C(=O)NC1CCCc2ccccc21 (stereo not given)	-18.7	-11.8	2.1	0.8	19.7	5.8	8.1	-0.2	10.0	-1.0	5.7
O=C(NNC(=O)c1cccc(-n2cccc2)c1)c1ccc(F)cc1	-18.3	-3.6	4.2	3.1	-14.7	-5.4	-18.4	4.4	-2.3	-3.3	2.7
Cc1ccc(C(=O)N/N=C\c2ccc(-c3ccc([N+](=O)[O-])cc3)o2)cn1	-10.6	9.4	-5.2	5.5	-6.4	3.0	-2.7	16.0	0.1	-0.6	-15.1
Cc1ccc(NS(=O)(=O)c2ccc(C)c(NC(=S)NCCN3CCOCC3)c2)c(C)c1	10.1	-2.3	-2.5	4.8	-8.4	-19.5	-3.7	14.7	0.2	-0.1	7.4
O=C(Nc1ccc2c(c1)CCC2)c1cccc(S(=O)(=O)Nc2ccccc2Cl)c1	-11.4	9.4	-4.1	10.5	5.7	24.1	16.6	0.3	-0.1	-0.2	3.9
CCCNC(=O)C1CC(c2ccccc2C(F)(F)F)=NO1 (stereo not given)	-11.2	-7.0	4.8	-10.9	2.3	0.1	-27.3	7.6	-1.1	-1.1	6.6
C=CCNCCOc1cccc(Br)c1	-1.7	-12.3	-3.8	5.0	-17.3	5.8	6.1	2.8	-0.8	-0.7	-6.0
CC(=O)c1ccc(Nc2nc(C(N)Cc3ccc(C(F)(F)F)cc3)cs2)cc1 (stereo not given)	1.5	12.3	/	/	-16.2	10.5	-23.1	14.9	10.0	7.2	8.7
CC(C)n1c(-c2cccnc2)nc2cnccc21	24.4	-9.8	11.6	15.0	32.0	11.1	-6.2	33.5	-7.2	-2.6	0.0
CCCCc1nc2cc(C(=O)N3CCCC(COC)C3)ccc2o1 (stereo not given)	-56.2	2.9	5.3	-20.6	-79.9	-20.3	-75.7	-50.8	-3.8	3.2	10.5
Cc1cc(=O)n2nc(N3CCCC(C(=O)NC4CCCCC4C)C3)sc2n1 (stereo not given)	16.0	-7.3	1.9	4.7	-13.3	7.2	-21.8	6.2	-4.3	0.5	8.7
Cc1ccc(OC(=O)c2ccc(Cl)c([N+](=O)[O-])c2)cn1	0.0	-9.9	-11.4	/	6.1	2.3	-11.8	-5.8	-12.5	-1.3	17.1
O=C(Cc1ccc(NC(=O)C2CCCN(C(=O)C3CCC3)C2)cc1)Nc1cccc(C(=O)N2CCCCC2)c1 (stereo not given)	5.4	-2.7	-7.2	-11.1	-2.4	-5.2	7.7	-6.8	4.0	-3.4	9.1
COc1ccc(CCN2CCCC(CN(C)C(=O)c3ccoc3)C2)cc1 (stereo not given)	-46.4	3.4	-3.2	-18.0	-65.0	-41.4	-42.5	-77.6	2.5	0.6	-5.4
CCN(CC)S(=O)(=O)c1ccc(N2CCOCC2)c(NC(=O)c2ccccc2F)c1	-18.1	-1.7	9.0	-0.9	9.1	-3.1	9.9	16.2	-7.7	-3.1	30.4*
CC1CCCC(C)N1C(=O)c1cccc2c1-c1ccccc1/C2=N/O (stereo not given)	35.1	-15.3	-1.8	0.1	9.8	23.9	-16.2	4.4	0.5	-0.6	6.0

(further entries)
SMILES	SRC2 inh	NOD2 RIPK2 PPI	TLR9-MyD88 block	LMP1 NFkB inh	SRC1 inh	NR2F2 inh	NR5A2 inv ag	SRC3 inh	ABHD5 PLIN5 PPI	MC4R barr agon	MC4R antag cAMP
CCCCC(O)CN1CCC(c2ccccc2)CC1 (stereo not given)	-22.7	-20.1	-0.8	-3.0	9.8	-1.7	4.6	-5.0	-6.9	1.2	-1.4
N#Cc1c(-c2ccc(Cl)cc2)c2c([nH]c1=S)CCCC2	6.0	-9.7	1.7	-6.4	-18.6	1.9	-11.7	11.4	-8.7	-0.8	-1.5
CCCC(=O)O[C@H]1C[C@@H](C)N(C(=O)c2ccccc2)c2ccc(C)cc21	-30.8	-6.9	-12.2	-28.8	-3.4	0.7	6.1	-0.8	0.9	2.6	-4.0
Cc1ccc2nc(SC(C)C(=O)Nc3cccc([N+](=O)[O-])c3)[nH]c2c1 (stereo not given)	20.5	-5.6	-1.8	3.5	-11.0	7.9	5.8	14.6	3.1	0.9	9.1
Cc1ccc2c(c1)c1nc3ccccc3nc1n2CCN1CCOCC1	-11.8	-11.6	-1.9	-22.9	-129.5	-14.2	-22.2	-79.9	3.1	-2.2	4.8
O=C(Nc1nccs1)c1ccc(COc2ccc(Cl)cc2)o1	-17.9	4.2	-8.8	-14.2	1.4	3.4	-16.6	-16.7	-2.2	2.2	0.1
O=C(CSc1nnc(-c2ccncc2)o1)Nc1cccc(F)c1	-47.5	-4.7	-0.4	-25.6	-27.9	-14.8	-42.1	-29.4	-0.2	-0.5	13.3
CC(C)NC(=O)N(C)C[C@@H]1Oc2ncc(-c3cccc(C#N)c3)cc2C(=O)N([C@H](C)CO)C[C@@H]1C	-32.1	-1.4	4.9	4.1	-13.3	-4.4	-3.5	-3.4	1.4	-1.8	6.7
Cc1ccc2nsnc2c1NC(=O)COc1ccccc1F	11.6	13.8	1.0	-13.0	5.1	20.2	11.2	15.6	-2.1	-1.8	18.3
COc1ccc(-c2nc3c(Cl)cc(C(F)(F)F)cn3c2Cc2ccsc2)cc1OC	-9.9	-14.8	/	/	/	-6.5	-31.3	/	-5.1	/	/
COc1ccc(NC(=O)NC(c2ccccc2)c2ccccc2)c(OC)c1	1.5	-4.4	-4.2	3.4	3.9	-3.7	-1.6	6.7	-10.1	-1.0	5.6
Cc1ccc(Nc2nnc(SCC(=O)Nc3ncc(C(F)(F)F)cc3Cl)s2)cc1	-1.9	-7.9	-5.6	-8.0	2.8	-17.6	12.3	1.5	1.6	2.8	3.6
COc1c(Cl)cc(Cl)cc1C(=O)Nc1ccccc1N1CCN(C(C)=O)CC1	-0.5	4.0	-1.2	-11.1	2.9	17.6	-28.6	2.2	6.7	0.9	10.5
COc1ccc(NC(=O)C(CC(=O)O)Cc2ccc(Br)cc2)cc1 (stereo not given)	-16.9	3.6	-6.3	13.0	-8.1	-28.8	-1.4	-13.3	-11.7	-1.4	-0.2
COc1ccc(CNC(=O)CN(C(=O)c2csnn2)c2ccc(F)cc2)cc1	-28.4	-1.5	-5.3	-0.9	-22.2	-19.4	-6.6	-25.2	-6.5	0.1	7.3
Cc1cc(-c2nnc(SCC(=O)Nc3ccccc3C(F)(F)F)n2N)n[nH]1	0.0	-0.4	-0.3	-11.3	11.1	1.3	11.8	12.1	4.8	-0.1	7.3
Cc1nonc1NC(=O)c1oc2ccc(F)cc2c1C	-4.9	1.6	9.3	-11.9	-13.3	-1.9	-2.8	8.6	0.4	-2.3	4.5
Brc1cnc2ccccc2c1N1CCCCC1	-6.7	-0.2	6.4	3.5	-8.0	8.2	5.0	-1.7	-0.6	0.3	-3.1
Cc1ccc(C(=O)n2nc(C#N)c(C#N)c2N)cc1	3.9	-10.7	-15.6	0.4	7.2	-3.6	10.0	15.0	2.6	-3.2	-1.2
COc1ccc2c(c1)cc(C(=O)N/N=C/c1c(O)c(C(=O)O)cc3ccccc13)n2C	-23.9	-1.4	10.8	-5.4	-8.0	14.3	4.5	5.5	0.2	-1.1	18.1
CC(OC(=O)c1cc(S(=O)(=O)N2CCOCC2)ccc1F)C(=O)NC1CCCCC1C (stereo not given)	-15.5	2.8	-5.2	-3.5	8.7	-5.3	-3.0	9.4	-5.7	-3.0	17.6
Cc1ccc(S(=O)(=O)Nc2ccc(Br)cc2C(NCC(=O)O)c2ccccc2)cc1 (stereo not given)	-10.8	-4.8	6.8	-0.3	7.2	5.4	-6.6	18.9	1.7	1.1	-4.2
COc1ccc(NC(=O)CC2Nc3ccccc3NC2=O)c([N+](=O)[O-])c1 (stereo not given)	-38.4	-7.8	6.1	3.6	-25.5	2.1	1.0	15.9	3.7	-0.6	8.2
CC(=O)CSc1nc(-c2cccs2)c(C#N)c(=O)[nH]1	5.2	-7.6	5.0	-5.6	3.9	4.4	-5.8	-14.6	-0.2	0.9	46.1*
CNc1cncc(-c2cccc(C(=O)N(C)C)c2)n1	-16.5	-6.9	/	/	15.9	3.8	-8.8	18.6	6.4	-1.4	0.9
COCC(=O)Nc1sc2c(c1C(=O)OC)CCCC2	-30.3	0.3	0.2	-3.2	-4.4	1.5	3.6	-23.6	-4.2	-3.3	-10.0

Single records (already shown):
CC(=O)CSc1nc(-c2cccs2)c(C#N)c(=O)[nH]1 reads SRC2 inh = 5.2; NOD2 RIPK2 PPI = -7.6; TLR9-MyD88 block = 5.0; LMP1 NFkB inh = -5.6; SRC1 inh = 3.9; NR2F2 inh = 4.4; NR5A2 inv ag = -5.8; SRC3 inh = -14.6; ABHD5 PLIN5 PPI = -0.2; MC4R barr agon = 0.9; MC4R antag cAMP = 46.1*
Cc1ccc2c(c1)c1nc3ccccc3nc1n2CCN1CCOCC1 reads SRC2 inh = -11.8; NOD2 RIPK2 PPI = -11.6; TLR9-MyD88 block = -1.9; LMP1 NFkB inh = -22.9; SRC1 inh = -129.5; NR2F2 inh = -14.2; NR5A2 inv ag = -22.2; SRC3 inh = -79.9; ABHD5 PLIN5 PPI = 3.1; MC4R barr agon = -2.2; MC4R antag cAMP = 4.8
